Compound activity (PubChem BioAssay)
Hsp70 act = switches on Hsp70 transcription; AID 1203; HeLa Hsp70 promoter luciferase reporter, luminescence; scaled: vehicle 0, proteasome-inhibitor control 100%; activation, % at 10 µM; hit rate 0.04% among 200,000;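 active = activation above the mean across all tested compounds plus 3 SD, cutoff set per campaign, cut at about 5.5% in these data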;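 note: 100% = MG132 at 30 µM as the positive control and 0% = DMSO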
FLuc inh counter = inhibits firefly luciferase, flagging false hits in luciferase inhibition screens | P08659 | ATPLite firefly luciferase biochemical luminescence, 10 min | inhibition, % at 10 µM | hit rate 1.5% among 200,000 | AID 1006;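 active = inhibition above about 50% when tested at 10 µM, limit read from the data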
Target sequence (P08659 whole entry, looked up): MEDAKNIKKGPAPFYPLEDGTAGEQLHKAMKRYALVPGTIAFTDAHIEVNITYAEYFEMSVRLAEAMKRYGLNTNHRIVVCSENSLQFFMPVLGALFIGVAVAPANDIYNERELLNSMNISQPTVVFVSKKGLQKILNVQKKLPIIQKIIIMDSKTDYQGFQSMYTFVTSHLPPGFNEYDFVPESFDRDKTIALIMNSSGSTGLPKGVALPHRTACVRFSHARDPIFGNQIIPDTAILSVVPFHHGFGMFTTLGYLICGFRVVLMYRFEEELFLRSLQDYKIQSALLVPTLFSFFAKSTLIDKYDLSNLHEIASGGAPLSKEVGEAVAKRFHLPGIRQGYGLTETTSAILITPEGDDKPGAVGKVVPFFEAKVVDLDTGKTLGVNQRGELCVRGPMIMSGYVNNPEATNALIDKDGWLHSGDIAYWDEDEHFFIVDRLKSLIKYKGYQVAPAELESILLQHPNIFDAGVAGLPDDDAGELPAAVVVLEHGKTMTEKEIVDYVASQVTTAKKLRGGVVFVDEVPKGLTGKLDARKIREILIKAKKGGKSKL
APP 5'UTR act = activates APP 5'UTR luciferase reporter; AID 1276; hit rate 1% among 190,000; activation, % at 2 µM; SH-SY5Y APP 5'UTR luciferase reporter, luminescence; zero percent = DMSO vehicle wells;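 active = activation above a set limit, based on mean plus 3 SD of controls, cut at about 140% in these data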; note: values of inactives mirror those of a sister screen read the other way
STAT1 inh = reduces IFN-gamma driven STAT1 reporter signal; hit rate 0.35% among 200,000; inhibition, % at 5.5 µM; AID 920; NIH 3T3 STAT1-luciferase reporter, luminescence;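 active = inhibition above a set limit, the mean inhibition across all tested compounds plus 3 SD, cut at about 34% in these data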;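 note: 0% = IFN-gamma with DMSO and 100% = IFN-gamma with 300 µM nifuroxazide; values of inactives mirror those of a sister screen read the other way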
RAM inhibit = yeast RAM network inhibition; hit rate 1.8% among 190,000; S. cerevisiae dse1pr::URA3 reporter, 5-FOA growth OD615, 2 d; analog-sensitive cbk1-as2 kinase mutant strain; inhibition, % at 50 µM; AID 868;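 active = inhibition above a set limit, 3 SD over mean compound inhibition, cut at about 8.4% in these data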;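 note: 0% = DMSO-only wells with no growth and 100% = 10 µM 1-NA-PP1 full growth; inhibition rescues growth on 5-FOA so higher OD means more RAM inhibition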
APP 5UTR inh = APP translation inhibition | inhibition, % at 2 µM | SH-SY5Y APP 5'UTR-luciferase reporter, luminescence | AID 1285 | hit rate 0.82% among 190,000;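 active = inhibition above a set limit, derived from the sample mean plus 3 SD, cut at about 45% in these data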; note: values of inactives mirror those of a sister screen read the other way
STAT3 activator = increases IL-6 driven STAT3 reporter signal. U3A cells, IL-6 STAT3-luciferase reporter, luminescence; 100% = signal with IL-6 EC80 alone. activation (% of control), % at 5.6 µM. hit rate 0.91% among 190,000. AID 871;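 active = activation above the screen-wide mean of compound activation plus 3 SD, cut at about 130% in these data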;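 note: 0% = background luminescence of wells with medium and substrate only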
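Material: human STAT1-deficient U3A cells with stable STAT3-luciferase reporter / Probe or stimulus: IL-6 stimulus at 33 ng/mL final / Schedule: 1 h compound pre-exposure, 6 h IL-6 stimulation, 37 °C / Technique: luminescence / Read-out basis: percent of IL-6-only median luminescence / Control set: IL-6-only high control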
STAT1 act = activators of IFN-gamma induced STAT1 signaling; hit rate 2.6% among 200,000; NIH 3T3 STAT1-luciferase reporter, luminescence; 100% = IFN-gamma alone, no compound; AID 932; activation (% of control), % at 5.5 µM;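 active = activation above the screen-wide mean activation plus 3 SD, cut at about 130% in these data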;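 note: raw ratio to IFN-gamma control signal so 100% means no change and 0% no light; values of inactives mirror those of a sister screen read the other way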
NF-kB expr up = NF-kB expression increase, human neuronal cells | fold change at 12.5 µM | NF-kB reporter expression; active compounds read high | hit rate 1.6% among 190,000; in the data active = fold change above about 3.3
STAT3 inh = inhibitors of IL-6 induced STAT3 signaling; U3A cells, IL-6 STAT3-luciferase reporter, luminescence; host cell line lacks STAT1; inhibition, % at 5.5 µM; AID 862; hit rate 0.89% among 190,000;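 active = inhibition above the mean inhibition across all screened compounds plus 3 SD, cut at about 44% in these data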;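 note: 0% = DMSO only wells and 100% = 100 µM nifuroxazide control wells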
* = called active by the depositor; / = no result given.

SMILES	Hsp70 act	FLuc inh counter	APP 5'UTR act	STAT1 inh	RAM inhibit	APP 5UTR inh	STAT3 activator	STAT1 act	NF-kB expr up	STAT3 inh
O=C(OCC(=O)c1cccs1)c1ccc(NC(=O)c2ccco2)cc1	-0.3	4	5	-9	2.6	-5	95	107	1.2	12
COc1ccccc1C(=O)NC(=S)/C=C1/N(C)c2ccccc2C1(C)C	-0.1	4	-3	11	4.7	3	106	90	0.57	-7
COC(=O)C1=C(C)N=C2SC(C#N)=C(N)N2C1c1ccc(OC)cc1 (stereo not drawn)	0.2	-4	1	2	0.0	-1	99	98	0.38	6
COc1ccc(S(=O)(=O)N2CCOC2CNC(=O)C(=O)NCCc2c[nH]c3ccccc23)cc1C (stereo not drawn)	-0.1	-12	-26	-6	3.0	26	97	106	0.27	4
CCN1C(=O)C(O)(CC(=O)c2cc(C)ccc2C)c2ccccc21 (stereo not drawn)	-0.2	-5	11	4	0.8	-11	94	97	1.2	11
O=C(Nc1ccon1)c1cc2c(s1)CCCCCC2	0.0	19	124	-50	0.9	-124	108	141*	3	-8
Cc1ccc(C2C3=C(CC(C)(C)CC3=O)Nc3onc(C)c32)cc1 (stereo not drawn)	-0.3	2	-13	4	2.0	13	100	96	0.67	6
O=C(CSc1nnc(Cc2cccs2)n1Cc1ccco1)Nc1cccc(Cl)c1	-0.2	-2	6	6	3.1	-6	98	95	1.6	7
CC(=O)c1ccc(Nc2ccc(-c3ccccc3F)nn2)cc1	-0.1	58*	146*	-47	3.0	-146	85	142*	6.9*	19
S=C(Nc1cccc(Br)c1)N1CCn2cccc2C1c1cccnc1 (stereo not drawn)	0.9	-5	15	10	2.8	-15	98	91	0.83	10
CN1CCN(CCOc2ccc(Cl)c(Cl)c2)CC1	-0.3	-11	-1	0	0.9	0	93	100	1.1	6
CC(=O)NC(C)C(=O)OCc1ccc(Cl)cc1Cl (stereo not drawn)	-0.1	0	-1	-6	/	1	102	105	1.1	4
Cc1ccccc1NC(=S)NCc1ccccc1	0.6	1	19	17	1.1	-19	101	85	1.2	-3
CCOC(=O)C1=C(c2ccccc2)NC(=O)NC1c1ccc(N(C)C)cc1 (stereo not drawn)	-0.3	-3	10	6	-0.9	-10	99	94	0.85	7
COc1ccccc1/C=C/C=C1N=C(/C=C/c2ccc(Cl)cc2)OC/1=O	-0.3	-1	-6	4	7.9	6	99	98	1.4	-1
O=C(NC1CCS(=O)(=O)C1)c1cccnc1 (stereo not drawn)	-0.1	-1	10	-3	1.1	-10	101	103	1.3	5
CCOC(=O)C1=C(CC)Nc2ccccc2N=C1NC(=O)c1ccc(OC)c(S(=O)(=O)N2CCCCC2C)c1 (stereo not drawn)	-0.3	-11	17	37*	0.7	-17	107	65	1.1	-6
CCc1ccc(OCC(=O)Nc2ccc(-c3cc4ccccc4oc3=O)c(OC)c2)cc1	-0.2	-4	-11	4	4.7	11	92	96	1.1	10
CSc1ccc(-c2nc(O)c3cnccn23)cc1	0.0	-2	16	-2	1.0	-16	100	100	1	6
CC(/C=N/NC(=O)c1ccncc1)=C\c1ccccc1	0.0	61*	10	-4	0.9	-10	86	104	1.4	22
Oc1ccc(/C=N/Nc2ncc(Br)cn2)c(O)c1	-0.1	18	19	-13	0.2	-19	93	112	5*	13
O=C(Nc1nccs1)C(=O)c1c[nH]c2ccccc12	-0.2	36	50	-36	3.7	-50	136*	133*	2.6	-33
c1ccc(Cn2nnnc2C(c2cccs2)N2CCCCCC2)cc1 (stereo not drawn)	-0.2	-5	-5	7	2.0	5	107	93	1.1	-6
COc1cc(OC)cc(-n2nnnc2SCC(=O)NCCc2ccc(OC)c(OC)c2)c1	-0.1	-5	3	8	0.7	-3	105	93	1	3
CC(C)=CCC/C(C)=C/C=N/NC(=O)c1ccc([N+](=O)[O-])cc1	-0.2	-6	2	-1	2.3	-2	102	101	0.89	0

Brought forward from above: 4 entries, followed by the next part.
SMILES	Hsp70 act	FLuc inh counter	APP 5'UTR act	STAT1 inh	RAM inhibit	APP 5UTR inh	STAT3 activator	STAT1 act	NF-kB expr up	STAT3 inh
O=C(Nc1nccs1)C(=O)c1c[nH]c2ccccc12	-0.2	36	50	-36	3.7	-50	136*	133*	2.6	-33
c1ccc(Cn2nnnc2C(c2cccs2)N2CCCCCC2)cc1 (stereo not drawn)	-0.2	-5	-5	7	2.0	5	107	93	1.1	-6
COc1cc(OC)cc(-n2nnnc2SCC(=O)NCCc2ccc(OC)c(OC)c2)c1	-0.1	-5	3	8	0.7	-3	105	93	1	3
CC(C)=CCC/C(C)=C/C=N/NC(=O)c1ccc([N+](=O)[O-])cc1	-0.2	-6	2	-1	2.3	-2	102	101	0.89	0
CC1CCCN(C(=O)c2ccc3c(c2)C(=O)N(CCC2=CCCCC2)C3=O)C1 (stereo not drawn)	-0.3	8	14	1	0.7	-14	104	99	1.1	-5
COC(=O)c1ccc(NCCC(=O)O)cc1	-0.5	-2	13	-10	3.9	-13	105	109	1.1	-3
COc1ccc(Oc2nc3c(c(=O)n(C)c(=O)n3C)n2Cc2ccccc2)cc1	0.2	-2	21	15	2.3	-21	100	86	0.79	6
O=C(Nc1nnc(C2CC2)s1)C1Cc2ccccc2CN1S(=O)(=O)c1ccccc1F (stereo not drawn)	0.1	2	32	-1	0.5	-32	90	101	1.6	14
COC(=O)c1ccc(C)c(NS(=O)(=O)c2ccc(NC(C)=O)cc2)c1	0.6	-4	7	0	1.4	-7	103	100	1.1	-3
O=C1COc2ccc(C(=O)NCc3ccc4c(c3)OCO4)cc2N1	-0.2	-3	4	0	1.5	-4	98	100	1.1	7
CCc1cccc(NC(=O)Cc2ccc([N+](=O)[O-])cc2)c1	-0.5	-5	3	1	0.0	-3	100	102	1.2	-3
CCn1c(-c2csc(-c3ccc(Cl)cc3)n2)n[nH]c1=S	-0.1	-8	-14	-9	2.8	14	82	108	1.2	26
CCC1CCCCN1C(=O)CCc1nnc(C2CCCCC2)o1 (stereo not drawn)	0.0	-3	28	-28	0.7	-28	108	124	1.9	-2
CCC(=O)NC(=S)NNC(=O)c1ccc(OC)cc1	-0.2	-5	12	2	-0.5	-12	96	98	1.1	14
O=C(C1=C[C@H](c2ccc(C(F)(F)F)cc2)C[C@H](OCc2ccc(CO)cc2)O1)N1CCN(Cc2ccccc2)CC1	-0.2	1	19	-5	2.3	-19	/	106	1.1	/
O=C(CC1Nc2cccc3cccc(c23)NC1=O)Nc1ccccc1 (stereo not drawn)	-0.3	-8	5	-4	1.9	-5	106	104	0.53	-7
COc1ccc(Cn2nnnc2CN2CCc3ccccc32)cc1	0.2	-6	-5	0	3.6	5	112	100	1.1	-8
NC(N)=NS(=O)(=O)c1ccc(N)cc1	-0.2	-6	1	-9	0.0	-2	105	108	1.3	-3
O=C(c1cccs1)N1CCN(C/C=C/c2ccccc2)CC1	-0.4	-2	-2	-3	1.9	2	102	102	1.1	8
O=S1(=O)CCN2C(c3ccco3)=CSC2=N1	-0.2	-10	1	-4	1.9	-1	97	104	1.1	8
CC(C)c1ccc(NC(=O)C(c2ccc3c(c2)OCO3)N2CCC3(CC2)OCCO3)cc1 (stereo not drawn)	-0.2	-6	-3	2	-0.2	3	105	99	1.2	1
CCCc1nc2oc3c(=O)[nH]cnc3c2c2c1CCCC2	-0.1	-6	-3	1	0.4	3	92	99	0.94	12
NC(=O)C(CC(=O)O)NC(=O)[C@@H]1CCOc2c(I)cc([N+](=O)[O-])cc2C(=O)N[C@@H](CO)C(=O)N[C@@H](Cc2ccc(O)cc2)C(=O)N1 (stereo partly drawn)	0.4	-3	-10	-11	3.0	10	110	110	1.1	-15
c1coc(CNC2CCCCC2)c1	0.0	1	-5	-2	-0.4	5	104	103	2	-1
Cc1nc2ccc(S(=O)(=O)NC(CC(C)C)C(=O)O)cc2s1 (stereo not drawn)	-0.4	-4	9	5	1.8	-9	100	96	1	4
COc1ccc(/C=C/C(=O)Nc2nonc2NC(C)=O)cc1	-0.3	0	41	-4	0.5	-41	84	104	1.6	18
CCCn1nnnc1NC(=O)COc1ccc(Br)cc1	0.1	-8	1	-6	1.2	-2	99	104	1.1	5
O=C(Nc1cccc(S(=O)(=O)N2CCCCC2)c1)c1ccccn1	0.0	-1	10	-10	1.8	-10	108	107	1.2	0
O=C(O)c1ccc(NS(=O)(=O)/C=C/c2ccccc2)cc1	-0.2	-4	8	2	2.8	-8	99	98	1.1	3

Next part:
SMILES	Hsp70 act	FLuc inh counter	APP 5'UTR act	STAT1 inh	RAM inhibit	APP 5UTR inh	STAT3 activator	STAT1 act	NF-kB expr up	STAT3 inh
Cc1ccc(C(=O)NCC(=O)OCC(=O)NCCc2ccccc2)s1	-0.4	-1	-14	-3	0.9	14	99	103	1.1	7
CCOC(=O)c1c(NC(=S)NCCc2ccccc2)sc2c1CC(C(C)C)OC2 (stereo not drawn)	-0.3	-4	-5	-9	3.9	5	96	108	0.96	4
N#CC1(c2ccccc2)CCCN1C(=O)c1ccccc1Cl (stereo not drawn)	-0.2	-3	-2	-6	3.0	2	101	105	1.1	-1
Cn1nnc(NC(=O)CSc2ccc(Cl)cc2)n1	-0.2	-5	2	4	2.9	-2	95	97	1.1	11
CC(=O)Nc1ccc(S(=O)(=O)NNC(=O)c2ccc(C)cc2)cc1	-0.3	0	13	-2	0.3	-14	94	102	1	5
CCOc1ccc(Cc2onc3c2C(=O)CCC3)cc1OCC	-0.4	-5	-10	2	0.1	10	99	99	0.93	6
CC(C)(C)NCc1cccn1-c1sc2c(c1C#N)CCCC2	0.1	0	8	10	1.3	-8	101	91	0.95	8
CC(CN(C)Cc1ccccc1)OC(=O)c1ccccc1F (stereo not drawn)	-0.3	-11	-11	9	0.5	11	96	92	1.2	7
CCCCN(C)C(=O)C1CCN(Cc2ccccn2)CC1	0.4	-9	1	-8	-0.5	-1	95	107	1.1	10
CCSc1nc2ccccc2n1CC(N)=O	-0.1	-7	-16	2	2.1	16	94	98	1.1	10
COc1ccc(Br)cc1S(=O)(=O)NNC(=O)c1c(C)nc2ccccn12	-0.3	-8	-2	5	0.5	2	98	94	1.3	5
Cc1nc(N2CCN(S(=O)(=O)c3ccccc3)CC2)c2c3c(sc2n1)CC(C)CC3 (stereo not drawn)	-0.2	-6	5	-2	3.3	-5	102	102	0.37	-2
COc1ccc(C(=O)c2ccc(Cl)cc2)cc1	0.1	-1	2	-7	0.5	-2	105	107	2	0
COc1cccc(-c2nc(CC(=O)O)cs2)c1OC	-0.2	-2	-5	0	0.3	6	92	100	1.3	15
COc1ccc(C2CC(c3c(-c4ccccc4)c4cc(Cl)ccc4[nH]c3=O)=NN2C(=O)CCC(=O)O)cc1 (stereo not drawn)	-0.3	-5	3	-8	9.1*	-3	99	106	1.1	5
COc1cccc(OC)c1OCCCOc1c(OC)cccc1OC	0.0	-6	-3	-2	1.7	3	100	105	0.87	4
Cc1ccc(SCC(=O)NCCCN2CCOCC2)cc1	0.2	-4	19	-1	0.3	-19	95	100	1.1	9
c1ccc2oc(SCc3nc4ccccc4s3)nc2c1	-0.1	12	122	-42	0.4	-122	138*	139*	3.1	-41
O=C(O)CCCCCCNC(=O)c1cncc(O)c1	0.0	-6	0	-13	1.2	0	102	110	1	0
